Source: PubChem (Johns Hopkins Ion Channel Center)
ANO1 activ: mouse TMEM16A channel activation, primary screen. Q8BHY3. HEK293 TMEM16A/YFP-H148Q/I152L, iodide quench fluorescence; hits give low values. B-score at 10 µM. 340,000 compounds, 0.3% hits;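 active = fluorescence-ratio B-score plate-corrected deviation score at least 3 library SD below zero, with starting fluorescence score within 5 deviations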;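 also: channel opened by trigger with iodide after compound preincubation; score built on the fluorescence ratio of max minus min over baseline; more negative score means more quench and so TMEM16A activation or potentiation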
Target sequence (Q8BHY3 whole entry, looked up): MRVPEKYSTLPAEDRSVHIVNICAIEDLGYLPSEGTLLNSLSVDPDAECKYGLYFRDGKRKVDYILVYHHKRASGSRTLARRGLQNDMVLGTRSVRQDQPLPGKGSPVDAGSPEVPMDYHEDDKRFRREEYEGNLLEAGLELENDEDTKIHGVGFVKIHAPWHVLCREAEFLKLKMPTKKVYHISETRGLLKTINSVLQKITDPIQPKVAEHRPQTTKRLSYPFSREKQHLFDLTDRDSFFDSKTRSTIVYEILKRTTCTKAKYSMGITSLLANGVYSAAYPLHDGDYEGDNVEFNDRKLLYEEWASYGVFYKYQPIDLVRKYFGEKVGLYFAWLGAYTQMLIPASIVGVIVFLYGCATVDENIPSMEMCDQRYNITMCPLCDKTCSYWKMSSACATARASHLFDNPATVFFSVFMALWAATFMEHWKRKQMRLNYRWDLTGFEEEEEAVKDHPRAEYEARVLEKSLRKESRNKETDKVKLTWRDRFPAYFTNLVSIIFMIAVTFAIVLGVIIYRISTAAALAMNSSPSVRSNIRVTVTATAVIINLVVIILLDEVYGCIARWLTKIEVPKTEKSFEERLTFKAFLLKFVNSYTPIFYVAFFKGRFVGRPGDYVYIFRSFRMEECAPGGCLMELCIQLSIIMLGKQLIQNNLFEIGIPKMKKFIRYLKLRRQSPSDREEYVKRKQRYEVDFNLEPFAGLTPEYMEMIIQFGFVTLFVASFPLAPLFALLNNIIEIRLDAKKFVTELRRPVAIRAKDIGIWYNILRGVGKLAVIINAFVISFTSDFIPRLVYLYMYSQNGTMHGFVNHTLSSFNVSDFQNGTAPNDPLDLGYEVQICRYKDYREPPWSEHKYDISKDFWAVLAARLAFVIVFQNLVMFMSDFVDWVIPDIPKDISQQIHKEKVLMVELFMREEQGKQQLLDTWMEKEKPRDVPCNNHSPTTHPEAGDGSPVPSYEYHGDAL
Calls only. A portion of the library; count on the stated rates, not on these rows.

Screening CCN(C(=O)COC(=O)CSc1ccc(F)cc1)c1c(N)n(Cc2ccccc2)c(=O)[nH]c1=O returned ANO1 activ inactive.
Screening CC(C)C(=O)N1CCN(c2ccccc2NC(=O)c2ccc(Br)o2)CC1 returned ANO1 activ inactive.
Screening C[C@]12C=C[C@H](O)CC1=CCC1C2CC[C@@]2(C)C1CCC21OCCO1 (some centres undefined) returned ANO1 activ inactive.
For CC(=O)Nc1ccc(S(=O)(=O)N(C)c2ccc(OCCOc3ccccc3F)cc2)cc1 the results were ANO1 activ inactive.
Screening Cc1ccc(S(=O)(=O)Nc2ccccc2N=Cc2ccc([N+](=O)[O-])cc2[N+](=O)[O-])cc1 returned ANO1 activ inactive.
Screening CCOc1ccc(N2CC(C(=O)Nc3cc(OCC)c(N4CCOCC4)cc3OCC)CC2=O)cc1 (centres undefined) returned ANO1 activ inactive.
`CC(C)NC(=O)N(C)C[C@H]1Oc2ccc(NC(=O)c3ccncc3)cc2C(=O)N([C@H](C)CO)C[C@@H]1C` gave ANO1 activ inactive.
For CCCC1(c2ccccc2)NC(=O)N(CC(=O)NCC2COc3ccccc3O2)C1=O (centres undefined) the results were ANO1 activ inactive.
O=C(c1ccc(OCc2cn3ccccc3n2)cc1)N1CCN(S(=O)(=O)c2ccccc2F)CC1 was read as ANO1 activ inactive.
Screening CCOC(=O)/C=C1\CC(C(=O)OCC)Oc2ccccc21 (centres undefined) returned ANO1 activ inactive.
Nc1ccccc1/C=C/c1ccccc1N was read as ANO1 activ inactive.
Screening O=C(NC1CC1)c1cccc(NC(=O)c2cn3ccccc3n2)c1 returned ANO1 activ inactive.
For O=C(C1CCN(S(=O)(=O)c2ccccc2F)CC1)N1CCN(Cc2ccc3c(c2)OCO3)CC1 the results were ANO1 activ inactive.
Screening O=C1CCC(C(=O)OC(C(=O)Nc2ccc([N+](=O)[O-])cc2Br)c2ccccc2)=NN1 (centres undefined) returned ANO1 activ inactive.
For C=CCn1c(C)cc(C(=O)CSc2nnc(C3CC3)n2C2CC2)c1C the results were ANO1 activ inactive.
O=c1oc(C2(O)CCCCC2)cc2ccc(/C=C/c3ccc(F)cc3)cc12 was read as ANO1 activ inactive.
`COc1ccccc1N1CCN(C(=O)c2cccc(S(=O)(=O)Nc3ccccc3F)c2)CC1` gave ANO1 activ inactive.
Screening COc1ccc(/C=C/C(=O)Nc2cc(S(=O)(=O)N3CCOCC3)ccc2OC)cc1 returned ANO1 activ inactive.
Screening CCOc1ccc(C(=O)CCC(=O)N2CCN(S(=O)(=O)c3cccc(F)c3)CC2)cc1 returned ANO1 activ inactive.
`C[C@H](NS(=O)(=O)c1ccccc1)C(=O)N1CCN(C(c2ccccc2)c2ccccc2)CC1` gave ANO1 activ inactive.
N#CCCN(C(=O)COC(=O)/C=C/c1cccs1)c1ccccc1 was read as ANO1 activ inactive.
CCN(c1ccccc1)S(=O)(=O)c1ccc(OC)c(NC(=O)Cc2ccc(F)cc2)c1 was read as ANO1 activ inactive.
Cc1ccc(Oc2ccc(NC(=O)C3=CC=CN4CCS(=O)(=O)N=C34)cc2)cc1 was read as ANO1 activ inactive.
For C[C@H]1CN([C@@H](C)CO)C(=O)c2cc(NC(=O)C3CCCCC3)ccc2O[C@H]1CN(C)Cc1ccc(-c2ccccc2)cc1 the results were ANO1 activ inactive.
Screening CC(=O)c1ccc(OCCCC(=O)Nc2nnc(C3CC3)s2)cc1 returned ANO1 activ inactive.
CCCCCCC1(C)NC(=O)N(C(C)C(=O)Nc2ccc(N3CCOCC3)cc2)C1=O (centres undefined) was read as ANO1 activ inactive.
Screening COc1ccc(N(C)S(=O)(=O)c2cccc(C(=O)Nc3nc(C)cs3)c2)cc1 returned ANO1 activ inactive.
Screening COc1ccc(-c2ccc3c(c2)S(=O)(=O)c2cccc(C(=O)NCCOc4ccccc4)c2C3=O)cc1OC returned ANO1 activ inactive.
`CC(C)CC1(C)NC(=O)N(CC(=O)Nc2ccc(F)c(F)c2F)C1=O` (centres undefined) gave ANO1 activ inactive.
For Cc1ccc(Nc2n[nH]c(=S)s2)cc1F the results were ANO1 activ inactive.
`O=C(Cn1cnc2c(OCc3ccccc3)ncnc21)NCc1ccc2[nH]ccc2c1` gave ANO1 activ inactive.
Nc1cc2c(cc1Cl)N(Cc1ccccc1)C(=O)CO2 was read as ANO1 activ inactive.
CCCN(CC(=O)Nc1cc(Cl)ccc1Cl)C(=O)c1ccc(N2CCCC2=O)cc1 was read as ANO1 activ inactive.
Nc1[nH]c(=O)[nH]c(=O)c1N=Cc1ccccc1 was read as ANO1 activ inactive.
Screening O=C1NC(=O)C(c2ccccc2)(c2ccc(O)cc2)N1 (centres undefined) returned ANO1 activ inactive.
Cc1nnc(SCC(=O)N2CCN(c3ccccc3)CC2)n1C1CC1 was read as ANO1 activ inactive.
For O=C(Nc1ccc2ccccc2c1)c1cccc2ccccc12 the results were ANO1 activ inactive.
For Cc1ccc(NC(=O)CN(C)C(=O)CSc2nnc(NC(C)C)s2)cc1 the results were ANO1 activ inactive.
For O=C(NCC1CCCO1)c1ccc(Br)c(S(=O)(=O)N2CCOCC2)c1 (centres undefined) the results were ANO1 activ inactive.
`COc1ccc(NC(=O)CSc2nnc3n2CCCCC3)cc1S(=O)(=O)N1CCOCC1` gave ANO1 activ inactive.
CN(C(=O)CSc1nnnn1-c1ccc(O)cc1)C1CCCCC1 was read as ANO1 activ inactive.
`Cc1ccc(C2(C)NC(=O)N(CC(=O)NCCN3C(=O)S/C(=C\c4cccnc4)C3=O)C2=O)cc1` (centres undefined) gave ANO1 activ inactive.
COc1cccc2nc3c(C(=O)NCCN(C)C)cccc3cc12 was read as ANO1 activ inactive.
`CC(=O)c1ccc(NC(=O)CN2C(=O)NC3(CCCc4ccccc43)C2=O)cc1` (centres undefined) gave ANO1 activ inactive.
Screening CC1CCCCC12NC(=O)N(CC(=O)N1CCN(Cc3ccc(C#N)cc3)CC1)C2=O (centres undefined) returned ANO1 activ inactive.
Screening O=C(NCC1COc2ccccc2O1)c1cccc(S(=O)(=O)N2CCCCC2)c1 (centres undefined) returned ANO1 activ inactive.
Screening COc1ccc(NC(=O)c2oc3ccccc3c2NC(=O)c2ccc(OC)c(OC)c2)c(OC)c1 returned ANO1 activ inactive.
Screening CCCc1cc(=O)[nH]c(SCC(=O)Nc2ccc(N3CCCCC3)cc2)n1 returned ANO1 activ inactive.
Screening COCCN(C(=O)c1cc(-c2ccccc2Cl)nc2ccccc12)c1c(N)n(CC(C)C)c(=O)[nH]c1=O returned ANO1 activ inactive.
For C=CC[C@@H](Cc1ccc(F)cc1)C(=O)OC[C@@H]1CCCN1C(=O)[C@H](CC=C)CC(=O)N[C@H](CO)Cc1ccccc1 the results were ANO1 activ inactive.
`O=C(Nc1ccc(Cl)c(S(=O)(=O)N2CCOCC2)c1)C1=NN(c2ccccc2)C(=O)CC1` gave ANO1 activ inactive.
CCCCn1cnc2c(c(CC#N)nn2-c2ccccc2)c1=N was read as ANO1 activ inactive.
`COc1ccc(OC)c(-c2csc(NC(=O)CSCC(=O)Nc3cc(C)on3)n2)c1` gave ANO1 activ inactive.
Screening CC1(C)Nc2cccc3cccc(c23)N1 returned ANO1 activ inactive.
Screening O=C(NCCCN1CCOCC1)c1cccc(S(=O)(=O)N2CCOCC2)c1 returned ANO1 activ inactive.
For O=C(Oc1ccc(/C=N/NC(=O)c2ccco2)cc1)c1ccccc1 the results were ANO1 activ inactive.
Nc1cc(C(=O)OCC(=O)NCCC2=CCCCC2)ccc1Cl was read as ANO1 activ inactive.
O=C(Cc1ccc([N+](=O)[O-])cc1)Nc1cccc(C(=O)N2CCCCC2)c1 was read as ANO1 activ inactive.
CC1CCN(C(=O)COC(=O)CCC(=O)c2cccs2)CC1 was read as ANO1 activ inactive.
`CCOC(=O)N1CCN(C(=O)C2CCCN(c3ncnc4c3sc3cccc(F)c34)C2)CC1` (centres undefined) gave ANO1 activ inactive.
O=C(C[C@@H]1C/C=C\C[C@H](Cc2ccc(F)cc2)C(=O)OC[C@@H](c2ccccc2)NC1=O)NCCO was read as ANO1 activ inactive.
Screening Nc1c(C(=O)CSc2n[nH]c(-c3ccccc3Br)n2)c(=O)[nH]c(=O)n1C1CC1 returned ANO1 activ inactive.
`O=C(Oc1ccccc1)c1ccccc1C(=O)Oc1ccccc1` gave ANO1 activ inactive.
Screening COc1ccc(NC(=O)Cc2cccs2)cc1S(=O)(=O)N1CCCCC1 returned ANO1 activ inactive.
For CC(C)[C@H](NC(=O)c1ccccc1Cl)C(=O)Nc1ccc(S(=O)(=O)Nc2nccs2)cc1 the results were ANO1 activ inactive.
`c1coc(CSSCc2ccco2)c1` gave ANO1 activ inactive.
CC(C)(C)[C@H]1COC(=O)CC/C=C\C[C@@H](CC(=O)N[C@H](CO)Cc2ccccc2)C(=O)N1 was read as ANO1 activ inactive.
For CCOc1ccccc1N1CCN(C(=O)c2ccc3nc(N)sc3c2)CC1 the results were ANO1 activ inactive.
O=C(COC(=O)/C=C/c1ccc(Cl)c(Cl)c1)NC1CCS(=O)(=O)C1 (centres undefined) was read as ANO1 activ inactive.
Screening CCOc1ccc(OCCC(=O)Nc2ccc3c(c2)OCO3)cc1 returned ANO1 activ inactive.
`CCCCOc1c(Cl)cc(C(=O)N2CCN(CC(=O)N3CCCC3)CC2)cc1OCC` gave ANO1 activ inactive.
COc1ccc(NC(=O)CN(C)C(=O)c2ccc3c(c2)NC(=O)CS3)cc1 was read as ANO1 activ inactive.
For COc1ccc(CN(C)C(=O)c2ccc(OCC(=O)N3CCOCC3)c(OC)c2)cc1 the results were ANO1 activ inactive.
`CC(C)N1C(=O)CC(Nc2cccc3cccc(N)c23)C1=O` (centres undefined) gave ANO1 activ inactive.
For CCCCC1(C2CCCC2)NC(=O)NC1=O (centres undefined) the results were ANO1 activ inactive.
For CCc1ccc(NC(=O)COC(=O)CCC2CCCC2)cc1 the results were ANO1 activ inactive.
COc1ccc(S(=O)(=O)N2CCOCC2)cc1NC(=O)CSc1nnnn1C1CC1 was read as ANO1 activ inactive.
For COc1ccc([C@H]2CC(=O)C=C(c3ccc4ccn(C)c4c3)C2)cc1 the results were ANO1 activ inactive.
Screening CCc1ccc(NC(=O)COC(=O)c2nc3nc(C)cc(C)n3n2)cc1 returned ANO1 activ inactive.
C=CC(=O)Nc1cccc(N(C)c2ccnc(Nc3ccc(N4CCN(C)CC4)cc3)n2)c1 was read as ANO1 activ inactive.
Cc1nc(-c2cccc(NC(=O)c3ccc(-n4nccc4C)cc3)c2)cs1 was read as ANO1 activ inactive.
`CC(C)CC1(C2CCCC2)NC(=O)NC1=O` (centres undefined) gave ANO1 activ inactive.
For Cc1cc(Cl)ccc1OCC(=O)NNC(=O)C1CCN(c2ncnc3sc(C)c(C)c23)CC1 the results were ANO1 activ inactive.
For NN=C1c2ccccc2C(=O)C1C(=O)C(c1ccccc1)c1ccccc1 (centres undefined) the results were ANO1 activ inactive.
For Cc1onc(-c2c(F)cccc2Cl)c1C(=O)Nc1cc(S(=O)(=O)N2CCCCC2)ccc1O the results were ANO1 activ inactive.
`COc1cc(OC)cc(-c2c(C#Cc3ccsc3)c3cc(-c4cccc5[nH]cc(C=O)c45)ccc3n2C)c1` gave ANO1 activ inactive.
`Cc1ccc(S(=O)(=O)N2CCOCC2)cc1NC(=O)COC(=O)c1cncc(Br)c1` gave ANO1 activ inactive.
`CCOc1ccc(NC(=O)CN(C)C(=O)C2CC(=O)N(c3cccc(SC)c3)C2)cc1OCC` (centres undefined) gave ANO1 activ inactive.
`O=C(CCCOC(=O)c1ccc(O)cc1O)c1ccc(Br)cc1` gave ANO1 activ inactive.
For Nn1c(SCC(=O)N2CCCCCC2)nnc1-c1ccco1 the results were ANO1 activ inactive.
For Cc1ccc(NC(=O)CN2C(=O)NC(C)(CC(C)C)C2=O)c(Br)c1 (centres undefined) the results were ANO1 activ inactive.
`Cc1c(C(=O)O)sc(S(=O)(=O)N2CCN(C(=O)CCc3ccccc3)CC2)c1C(=O)O` gave ANO1 activ inactive.
COC(=O)c1ccc(CNC(=O)COC(=O)CCC(=O)c2ccc(F)cc2)cc1 was read as ANO1 activ inactive.
CC(=O)N1CCN(C(=O)c2ccc(Cl)c(S(=O)(=O)N3CCc4ccccc43)c2)CC1 was read as ANO1 activ inactive.
Screening O=c1n(Cc2ccccc2Cl)c2sc3c(c2c2ncnn12)CCCC3 returned ANO1 activ inactive.
For N#CC1(NC(=O)COc2cc(F)ccc2[N+](=O)[O-])CCCCC1 the results were ANO1 activ inactive.
Screening Cc1ccc(NC(=O)c2cc3ccccc3o2)cc1S(=O)(=O)N(C)C returned ANO1 activ inactive.
`Nc1nc(N)nc(-c2cccc(Br)c2)n1` gave ANO1 activ inactive.
Screening NC(=O)C1CCN(c2nc(-c3ccccc3F)cs2)CC1 returned ANO1 activ inactive.
